human PMI inhibition: inhibitors of human PMI, primary screen, biochemical, fluorescence intensity, coupled assay (AID 1209). hit rate 0.42% among 190,000. purified PMI enzyme, coupled fluorescence intensity; higher % means a stronger effect. inhibition, % at 20 µM; hits with a dose series show IC50 in µM;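 note: plate controls were DMSO vehicle for no effect and wells lacking substrate for full effect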
Hep lipid drop: hepatic lipid droplet formation modulation; AML12 mouse hepatocytes, oleate lipid droplets, BODIPY imaging; inhibition, % at 6.5 µM; hit rate 0.4% among 240,000;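 active = lipid droplet intensity inhibited by at least 50%, with more than 500 cells counted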
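Assay system: AML12 mouse liver cells | Compound: 6.5 µM single-point dosing | Schedule: Overnight exposure | Technique: Fluorescence imaging, 20x objective, two fields per well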
Autophagy mod: modulators of autophagy; MEF GFP-LC3 puncta imaging; test concentration mostly 10 µM; calls only at 10 µM (by protocol); hit rate 0.98% among 190,000; AID 463193;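 active = percentage of spot-positive cells more than 3 SD above its plate mean, without a fluorescence outlier flag or 80% toxicity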;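 note: spot-positive cell cutoff set from DMSO-treated cells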
MT stabilize HCS: stabilizes microtubules in HeLa cells; HeLa tubulin immunostaining HCS, 24 h; share of cells brighter than vehicle mean+2SD; % tubulin-high responders, % at 10 µM; hit rate 0.83% among 200,000; AID 2205;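 active = plate Z-score above 3 for both tubulin-high and condensed-nucleus cell shares, with cell loss under 80%, at 10 µM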;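 note: anti alpha tubulin signal scored within the nucleus-defined area of each cell; some results filed as inactive read as strong as hits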
Ins promoter up: MIN6 insulin promoter up-regulation; MIN6 insulin promoter-GFP reporter, high-content imaging; stronger effect = higher value; z-score at 5 µM; hit rate 0.3% among 190,000; AID 1625;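 active = z-score above 3 at 5 µM with at least 500 cells counted in the well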
PMI inhibition: MPI inhibition at elevated mannose 6-phosphate – biochemical, fluorescence intensity, high mannose 6-phosphate, primary screen (AID 1220); recombinant PMI enzyme, coupled fluorescence intensity; higher % means a stronger effect; one-dose inhibition, % at 20 µM; IC50 in µM for titrated hits; hit rate 0.66% among 190,000
T cell HTS: T cell immune modulation candidate; calls only at 7 µM; hit rate 0.068% among 330,000; 2C CD8+ T cell-vesicle binding, flow cytometry; stronger effect = lower value;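 active = response, share of CD8 T cells binding vesicles, and their 90th percentile fluorescence all below set limits, cut at about 80% in these data, passing the limit was not always enough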
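Material: 2C TCR transgenic mouse naive CD8+ T cells, MACS-purified. Also added: QL9-charged Drosophila Ld/ICAM-1/B7-1 vesicles. Timing: binding 1.5 h at 37 °C. Measured by: high-throughput flow cytometry with anti-B7-1 and anti-CD8 staining. Read-out: percent CD8+ FL2 mean versus row control. Controls: Unloaded micro-vesicles (low), QL9 vesicles with 0.7% DMSO (high).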
TNAP activation fold: human TNAP enzyme activators, primary screen, biochemical, luminescent, no phosphate acceptor, uHTS (AID 1001). purified TNAP, luminescent activation assay, no phosphate acceptor; higher activation fold means a stronger effect. activation fold at 20 µM; hits with a dose series show EC50 in µM. hit rate 0.03% among 200,000; in the data active = activation fold from about 3, or a potency from the dose series; inactive = the rest, 99 in 100 with activation fold below about 1.6; note: many of its hits are not listed in these tables
bCat nuc transl: modulators of beta-catenin nuclear translocation | hit rate 0.3% among 190,000 | AID 1665 | HeLa beta-catenin nuclear translocation, immunofluorescence imaging | nuclear translocation activity, % at 5 µM;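 active = nuclear translocation activity above 50% at 5 µM, with a well cell count of 50 or more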;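 note: per-cell ratio of nuclear to cytoplasmic median beta-catenin stain intensity; plate controls were DMSO negative control for no effect and GSK-3 inhibitor IX positive control for full effect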
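Assay system: human HeLa cells, native beta-catenin; doses: 5 µM primary, 0.02–20 µM confirmation; incubation: compound treatment 24 h, 37°C, 5% CO2; technique: fluorescence imaging of beta-catenin antibody stain plus DAPI; measure: % activation, nuclear-to-cytoplasmic median beta-catenin signal ratio per cell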
Ins promoter up cell count: second read-out of Ins promoter up, no call of its own (marks repeat the call); cell count; measured here: cytotoxicity, nuclei count;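 total cells summed across four imaged fields per well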
Hep lipid drop cells 6.5 µM: recorded beside Hep lipid drop, whose call it bears; cell count; measured here: cell count, cytotoxicity flag;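 cells counted across two imaged fields per well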
bCat nuc transl cell count 5 µM: also measured in bCat nuc transl; calls as there; cell count; measured here: cell count, cytotoxicity flag
T cell HTS vesicle-bound %: also measured in T cell HTS; calls as there; double positive events, %; measured here: CD8+ vesicle-bound cell fraction;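 binding gate set so that unloaded-vesicle control wells show 10% double positive cells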
MT stabilize HCS Hoechst-high %: also measured in MT stabilize HCS; calls as there; % Hoechst-high responders; measured here: nuclear condensation Hoechst responders;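 share of cells brighter than vehicle mean plus two SD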
MT stabilize HCS cytotoxicity %: further read-out of MT stabilize HCS, marked with its call; toxicity, %; measured here: cytotoxicity by cell density;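 0% = mean cell density of plate MIN control wells and 100% = no cells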
Autophagy mod cell loss 18 h: recorded beside Autophagy mod, whose call it bears; toxicity, %; measured here: cell loss, nuclei count;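 cell loss after 18 h compound exposure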
An asterisk follows results filed as active; i = inactive; x = no result given; + = active, no number; & = joins results of further samples. Cut-off read from the data, not from the text of the source, unless noted: active = inhibition above about 50%; inactive = the rest.

SMILES	human PMI inhibition	Hep lipid drop	Hep lipid drop cells 6.5 µM	Autophagy mod	Autophagy mod cell loss 18 h	MT stabilize HCS	MT stabilize HCS Hoechst-high %	MT stabilize HCS cytotoxicity %	Ins promoter up	Ins promoter up cell count	PMI inhibition	T cell HTS	T cell HTS vesicle-bound %	TNAP activation fold	bCat nuc transl	bCat nuc transl cell count 5 µM
CC(C)NC(=O)N(O)C1N(Cc2ccc3c(c2)OCO3)C(=S)SC1(C)C (stereo not given)	9.4%	x	x	i	1.3	3.3	1.2	3.0	0.08	1303	11.6%	i	44.7	1.1	-2.6	982
CCN(CC)S(=O)(=O)c1ccc(-c2nnc(SC)o2)cc1	-2.9%	x	x	i	-6.4	1.0	1.7	6.3	-0.42	925	-9.2%	i	17.0	1.1	x	x
CN(C)S(=O)(=O)c1ccc(NC(=O)c2cc(F)c(F)cc2Cl)cc1	-0.6%	x	x	i	-4.7	2.6	1.7	1.9	-1.44	1245	1.7%	i	36.5	1.1	1.6	1348
C[C@H]1CC[C@H]2C(=O)N3[C@H](c4ccccc4Br)[C@@H](C)CC[C@H]3C(=O)N2[C@@H]1c1ccccc1Br	2.9%	-24.0	690	+	18.2*	7.6	3.8	10.9	-4	638	8.3%	i	28.9	1.2	-2.5	608
C/C(CC(=O)Nc1ccccc1Cl)=N\NC(=O)C(=O)NCCO	-0.9%	8.3	685	i	-16.1	1.3	1.3	1.3	0.6	1352	6.8%	i	19.8	1.2	-0.3	1139
Cc1cccc(NC(=O)/C(C#N)=C/c2cn(CC(=O)NCc3ccco3)c3ccccc23)c1C	0.3%	-5.5	637	i	5.4	3.3	2.0	4.4	-0.54	1307	-15.8%	i	42.5	0.9	-1.3	1122
COc1ccc(CN(C(=O)c2nsc(Cl)c2Cl)C(C(=O)NC2CCCC2)c2ccc(C)cc2)cc1 (stereo not given)	19.0%	-18.8	560	i	5.9	3.5	2.0	6.8	-0.98	1290	10.3%	i	44.6	1.5	-0.5	824
Cc1noc(C)c1S(=O)(=O)N(CC(=O)N1CCc2ccccc21)c1ccc(C(C)C)cc1	9.2%	x	x	i	8.7	9.4	2.6	4.8	-2.23	993	12.2%	i	33.2	1.2	0.7	1080
O=C1CCCCC1C(=O)c1cn(-c2ccc(Cl)c(Cl)c2)nn1 (stereo not given)	-22.7%	12.1	686	i	25.5	4.4	2.0	5.7	0.56	1217	-23.3%	i	43.0	0.9	-3.0	1158
CCOc1cc(C(=O)OCC(=O)Nc2cccc(C)c2)ccc1OCC(=O)N1CCOCC1	7.6%	6.5	629	i	2.1	1.5	2.2	2.3	1.17	1629	0.0%	i	59.9	1.1	-1.2	1108
CC(=O)Nc1ccc(Cl)c(C(N)=O)c1	15.7%	2.1	713	i	-1.5	3.3	2.0	6.9	0.68	1158	12.0%	i	11.3	1.1	x	x
Cc1cc(C(=O)COC(=O)c2nccnc2N)c(C)n1C	-4.7%	-4.9	672	i	-10.2	3.7	1.1	1.7	0	1346	3.1%	i	57.2	1	-1.3	1069
N#CCc1ccc(NC(=O)Nc2cccc(Cl)c2)cc1	14.2%	1.2	770	i	17.3	3.3	1.9	0.1	0.24	1158	17.7%	i	45.7	1.1	2.2	1153
COc1cc(S(=O)(=O)NCc2ccccc2)ccc1Br	10.3%	-2.1	631	i	3.8	2.5	3.0	4.6	0.2	1198	8.5%	i	43.9	1.1	-1.3	576
CN1CCN(C2=Nc3ccccc3Oc3ccc(Cl)cc32)CC1	-6.1%&-6.7%	-32.6&-15.3	711&679	i	16.6	2.8	2.0	11.1	0.08	1471	-7.4%&-9.7%	i	31.0	1.1&1	-0.7	1135
CCCCn1c(CNC(=O)CC)nc2ccccc21	1.4%	17.8	676	i	3.9	5.0	3.3	6.6	-0.18	1950	-3.8%	i	17.2	1.1	0.8	1075
C/C(CC(O)c1ccc2ccccc2n1)=N/O (stereo not given)	0.3%	-0.4	739	i	-2.4	2.0	1.9	3.0	1.22	701	2.2%	i	3.5	0.9	-4.7	1125
O=C(CCSc1ccccc1)N1CCOCC1	1.7%	0.4	650	i	-1.7	3.8	0.2	24.9	-0.22	1273	1.9%	i	24.9	1.1	x	x
O=C(Nc1ccc(Cl)c(Cl)c1)c1cccc(S(=O)(=O)NCc2cccnc2)c1	14.8%	-1.8	631	i	-0.6	4.8	1.7	9.3	0.08	1457	6.3%	i	40.0	1	-0.3	1059
COc1ccc(CC(NC(C)=O)C(=O)N2CCN(C(=O)Nc3ccc(Cl)cc3)CC2)cc1OC (stereo not given)	6.8%	x	x	i	-2.7	5.5	4.2	9.8	-0.95	1067	3.6%	i	49.3	1.2	x	x
O=C(CN1C(=O)CSc2ccccc21)NCCC1=CCCCC1	6.9%	x	x	i	-33.2	3.0	2.0	7.4	-0.04	1440	4.7%	i	11.0	1.1	-0.8	1412
O=C(Nc1nccs1)c1ccc(COc2ccc(Cl)cc2)o1	10.0%	2.5	753	i	4.8	3.6	1.4	5.5	-0.85	1225	5.3%	i	16.6	1.1	0.9	1165
C#CCOCCOCCOCCNc1nc(N2CCN(C(=O)[C@H]([C@@H](C)CC)n3cc([C@@H](N)CO)nn3)CC2)nc(N2CCN(C(=O)[C@H]([C@@H](C)CC)n3cc([C@@H](N)CC(C)C)nn3)CC2)n1	10.7%	-1.7	743	i	10.1	2.1	1.1	2.8	-0.24	1394	-42.8%	i	27.7	1.1	-0.9	1146
NC(=O)C1CCN(C(=O)CSc2ncccn2)CC1	6.1%	-0.1	744	i	4.6	2.0	2.0	10.2	-0.32	1606	5.6%	i	52.1	1.1	3.3	880
NC(=O)CC(NC(=O)c1ccccc1)c1ccc(NC2CCCC2)c([N+](=O)[O-])c1 (stereo not given)	x	2.9	689	x	x	x	x	x	0.77	836	x	i	45.3	x	-1.0	1345
Cc1ccc2[nH]c(=O)c(CC=C(Cl)Cl)c(C)c2c1	0.0%	-9.1	631	i	-1.2	3.8	3.5	7.6	-0.09	904	-1.5%	i	62.7	1.1	-1.1	484
O=C(Nc1ccc2c(c1)OCO2)c1n[nH]c(=O)c2ccccc12	x	4.4	596	x	x	x	x	x	-0.83	1075	x	i	39.3	x	1.3	1365
Cc1ccccc1N(CC(=O)N/N=C/c1cc(Br)c(C)o1)S(C)(=O)=O	15.1%	0.2	472	i	6.0	3.6	1.5	3.9	x	x	7.0%	i	8.5	1.1	0.8	969
CC(C)c1ccc(Nc2nnns2)cc1	x	12.8	746	x	x	x	x	x	-0.49	935	x	i	53.8	x	-0.1	1215
Cc1ccsc1S(=O)(=O)N1CCCC(CCC(=O)NCc2ccccc2F)C1 (stereo not given)	-11.3%	-13.8	719	i	-2.9	1.8	1.1	0.4	-0.98	1412	-12.9%	i	13.1	1.1	-0.3	1034
O=C(COC(=O)CCc1nc2ccccc2s1)Nc1ccc(S(=O)(=O)N2CCOCC2)cc1	0.2%	x	x	x	x	x	x	x	0.19	1379	4.8%	x	x	1	-2.4	881
C#Cc1ccc([C@H]2C=C(C(=O)NC3CC3)O[C@@H](OCC)[C@@H]2CCCO)cc1	16.4%	-12.5	660	i	-21.7	5.6	1.5	5.2	0.75	1459	13.8%	i	35.8	1.1	-1.3	1115
CCOc1cc(/C=N/NC(=O)c2ccc(=O)n(C)c2)ccc1O	12.1%	1.9	711	i	-3.7	6.6	1.1	7.2	-0.07	1350	10.3%	i	46.8	1.1	-0.9	1096
CCOC(=O)c1c(C2CC2)csc1NC(=O)COC(=O)c1cc(OC)c(OC)cc1[N+](=O)[O-]	27.5%	-5.0	716	i	-3.0	1.5	2.8	7.4	-1.29	1121	17.6%	i	55.9	1	2.4	1084
CC1(C)Cc2c(sc3c2c(N)nc(=S)n3Cc2ccccc2)CO1	-24.5%	14.9	725	i	6.6	3.7	1.8	8.4	0.94	1161	-23.1%	i	48.2	1.1	0.9	1130
COC(=O)c1cc(Br)c(=O)n(CCN(C(C)C)C(C)C)c1	-3.8%	x	x	i	-10.4	2.7	2.6	7.2	-0.16	1396	1.5%	i	34.6	1.1	-4.9	900
COc1ccccc1Nc1nnc(SCc2cc(=O)n3ccsc3n2)s1	-8.3%	19.2	687	i	-9.4	3.8	13.0	0.6	-0.85	1313	22.2%	i	43.9	1.1	5.2	972
O=C(Nc1ccc([N+](=O)[O-])cn1)C1CC1	-13.8%	3.1	654	i	1.9	1.9	1.5	3.7	x	x	-7.9%	i	13.4	1.1	-0.4	955
Cc1cc(Nc2ccccc2C(=O)O)n(-c2ccc([N+](=O)[O-])cc2)n1	x	4.7	715	x	x	x	x	x	-0.68	1319	x	i	35.9	x	1.9	1352
C/C(=N\OC(=O)Nc1ccccc1)c1cnn(-c2cc(C(F)(F)F)cc(C)n2)c1C	x	-5.8	715	x	x	x	x	x	-0.45	1073	x	i	33.8	x	-1.1	1264
O=C(NCCO)c1cccc(Cl)c1	-1.6%	12.7	759	i	5.4	1.2	1.7	11.8	0.31	916	0.6%	i	21.8	1.2	x	x
COC(=O)c1ccc(OC(=O)CCN2C(=O)C3C4c5ccccc5C(c5ccccc54)C3C2=O)cc1 (stereo not given)	10.3%	2.0	625	i	1.3	2.8	2.1	6.3	0.25	1535	3.2%	i	51.3	1.1	-2.6	1180

Compounds shown so far that contain a cyano group:
SMILES	human PMI inhibition	Hep lipid drop	Hep lipid drop cells 6.5 µM	Autophagy mod	Autophagy mod cell loss 18 h	MT stabilize HCS	MT stabilize HCS Hoechst-high %	MT stabilize HCS cytotoxicity %	Ins promoter up	Ins promoter up cell count	PMI inhibition	T cell HTS	T cell HTS vesicle-bound %	TNAP activation fold	bCat nuc transl	bCat nuc transl cell count 5 µM
Cc1cccc(NC(=O)/C(C#N)=C/c2cn(CC(=O)NCc3ccco3)c3ccccc23)c1C	0.3%	-5.5	637	i	5.4	3.3	2.0	4.4	-0.54	1307	-15.8%	i	42.5	0.9	-1.3	1122
N#CCc1ccc(NC(=O)Nc2cccc(Cl)c2)cc1	14.2%	1.2	770	i	17.3	3.3	1.9	0.1	0.24	1158	17.7%	i	45.7	1.1	2.2	1153
